Pol beta inh = qHTS Assay for Inhibitors of DNA Polymerase Beta; 340,000 compounds, 1.3% hits; P06746; Pol beta primer extension/strand displacement, fluorescence kinetic; Potency, µM (series often up to 114 µM), inactives show top-dose activity change, negative = inhibition, usual class: inhibitors; also: potency is read from the fitted curve at half-maximal effect; % is scaled to controls: 0 for no effect and ±100 for the full control effect
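Reaction started by 50 nM substrate onto compound-treated Pol beta (10 nM, 15 min preincubation, room temperature); plates read at 0 min and 10 min. Normalized concentration-effect data fitted by four-parameter Hill equation.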
Apoferritin bind = qHTS Assay for Identification of Novel General Anesthetics; apoferritin/1-aminoanthracene competitive binding, fluorescence; Potency, µM (doses to about 77.5 µM), for inactives: at the top dose activity change, negative = displacement, usual class: inhibitors; Ferritin light chain (Equus caballus), P02791; 350,000 compounds, 0.074% hits; also: potency is read from the fitted curve at half-maximal effect; % is scaled to controls: 0 for no effect and ±100 for the full control effect; nearly all actives have a fitted effect of over 20% in size
Target sequence (P02791 2-175 limits assumed): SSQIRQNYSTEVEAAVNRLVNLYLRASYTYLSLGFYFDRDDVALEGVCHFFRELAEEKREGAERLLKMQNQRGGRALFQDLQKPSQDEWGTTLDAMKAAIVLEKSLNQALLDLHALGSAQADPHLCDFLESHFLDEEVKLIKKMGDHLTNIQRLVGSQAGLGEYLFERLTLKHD
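In PBS, apoferritin at 10 uM is loaded with 1-AMA from a 50% saturated solution. After 10 min of compound exposure at ambient temperature, reduced 535 nm fluorescence indicates probe displacement.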
APE1 inh = qHTS Assay for Inhibitors of the Human Apurinic/apyrimidinic Endonuclease 1 (APE1) | DNA repair nuclease/redox regulator APEX1 (Homo sapiens), P27695 | recombinant APE1, TAMRA/BHQ-2 abasic DNA cleavage fluorescence | Potency, µM (top dose mostly 65.8 µM), inactives show at the highest dose activity change, negative = inhibition, actives largely listed as inhibitors | 350,000 compounds, 0.35% hits | AID 2517, 2012;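 also: potency is read from the fitted curve at half-maximal effect; plate controls were vehicle for no effect and reference inhibitor for full effect; nearly all actives have a fitted effect of over 55% in size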
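Measures dequenching upon AP-site incision of a 5'-TAMRA/3'-BHQ-2 THF-containing duplex, 50 nM; human APE1 0.75 nM after 15 min room-temperature exposure to compound; kinetic three-point read at one-minute spacing.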
Glioma ERSR ind = qHTS for Inducers of the Endoplasmic Reticulum Stress Response (ERSR) in Human Glioma: qHTS | U87-MG GRP78 promoter luciferase reporter, 16 h | Potency, µM, inactives show at the top dose activation, actives largely listed as activators | 420,000 compounds, 0.02% hits; also: potency is read from the fitted curve at half-maximal effect; series mostly up to about 76 µM; % of control where 0% means no effect; nearly all actives have a fitted effect of over 35% in size
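ERSR induction read as luciferase luminescence (Bright-Glo, 10 min at room temperature) in stably transfected human U87-MG glioma cells exposed to compounds for 16 h, using GRP78 as sensor.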
BLM helicase inh = qHTS Assay for Inhibitors of Bloom's syndrome helicase (BLM). RecQ-like DNA helicase BLM (Homo sapiens), P54132. recombinant BLM DNA unwinding, fluorescence dequenching. Potency, µM (series often up to 56.1 µM), inactives show top-dose activity change, negative = inhibition, hits mostly inhibitors. 350,000 compounds, 0.2% hits;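 also: potency is read from the fitted curve at half-maximal effect; plate controls were vehicle for no effect and no enzyme for full effect; nearly all actives have a fitted effect of over 35% in size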
POLK inh = qHTS for Inhibitors of Polymerase Kappa; Potency, µM (series often up to 107 µM), for the others: top-dose activity, negative = inhibition, hits mostly inhibitors; purified Pol kappa, fluorescent DNA synthesis assay, 10 min; DNA polymerase kappa (Homo sapiens), Q9UBT6; 400,000 compounds, 0.53% hits; also: potency is read from the fitted curve at half-maximal effect; % is scaled to controls: 0 for no effect and ±100 for the full control effect
Target sequence (Q9UBT6 whole entry, looked up): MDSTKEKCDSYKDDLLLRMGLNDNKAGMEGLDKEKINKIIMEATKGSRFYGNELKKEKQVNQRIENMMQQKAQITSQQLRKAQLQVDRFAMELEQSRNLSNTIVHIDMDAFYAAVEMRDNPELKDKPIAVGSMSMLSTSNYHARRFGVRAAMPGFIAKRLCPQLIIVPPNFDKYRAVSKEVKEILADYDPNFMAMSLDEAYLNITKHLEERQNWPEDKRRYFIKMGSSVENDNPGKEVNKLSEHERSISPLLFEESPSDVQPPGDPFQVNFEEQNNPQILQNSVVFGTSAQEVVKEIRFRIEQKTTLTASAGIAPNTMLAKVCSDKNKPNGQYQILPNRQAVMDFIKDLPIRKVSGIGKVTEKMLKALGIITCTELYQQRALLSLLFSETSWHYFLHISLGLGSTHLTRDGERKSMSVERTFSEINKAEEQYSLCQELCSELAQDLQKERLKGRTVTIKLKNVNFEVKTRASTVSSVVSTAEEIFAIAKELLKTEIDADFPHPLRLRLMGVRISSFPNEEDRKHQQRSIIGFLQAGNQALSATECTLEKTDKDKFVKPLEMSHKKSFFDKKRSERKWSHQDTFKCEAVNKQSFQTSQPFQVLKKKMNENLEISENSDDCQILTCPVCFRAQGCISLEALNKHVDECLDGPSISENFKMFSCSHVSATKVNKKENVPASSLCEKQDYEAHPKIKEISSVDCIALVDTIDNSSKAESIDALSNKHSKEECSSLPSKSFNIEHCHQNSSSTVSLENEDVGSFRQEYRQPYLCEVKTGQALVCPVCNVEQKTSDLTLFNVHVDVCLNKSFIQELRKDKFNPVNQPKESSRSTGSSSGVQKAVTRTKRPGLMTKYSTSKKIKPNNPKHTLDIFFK
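Enzyme at 10 nM met test compounds for 15 min at room temperature. Substrate addition (50 nM final) began the reaction, which was monitored by fluorescence at 0 and 10 min.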
Pol eta inh = qHTS for Inhibitors of Polymerase Eta; Potency, µM (top dose mostly 114 µM), without a hit: at the top dose activity change, negative = inhibition, hits mostly inhibitors; recombinant Pol eta, fluorescent DNA replication assay; 390,000 compounds, 1.2% hits; DNA polymerase eta (Homo sapiens), Q9Y253; also: potency is read from the fitted curve at half-maximal effect; % is scaled to controls: 0 for no effect and ±100 for the full control effect
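Pol eta (10 nM) was preincubated with compounds for 15 min at room temperature, after which fluorescent replication substrate (50 nM final) was added to start the reaction. Fluorescence was read kinetically at 0 and 10 min.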
LDHA inh = qHTS assay for inhibitors of human lactate dehydrogenase; L-lactate dehydrogenase A chain (Homo sapiens), P00338; activity change, % (values are at about 110 or 230 µM); purified LDHA, NADH/diaphorase-resazurin fluorescence; stronger effect = lower value; 480,000 compounds, 0.15% hits; in the data active = activity change below about -30%; inconclusive = mostly about -25% to -30%;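 also: plate controls were DMSO wells for no effect and wells without enzyme for full effect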
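Resorufin fluorescence (ex540/em590), read at 0 and 20 min after diaphorase/resazurin addition, reports the NADH left after a 5 min room-temperature reaction of 2 nM human LDH5 with 0.06 mM NADH and 0.2 mM pyruvate.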
POLI inh = qHTS for Inhibitors of Polymerase Iota; DNA polymerase iota (Homo sapiens), Q9UNA4; 390,000 compounds, 1% hits; Pol iota fluorescent replication assay, 10 min; Potency, µM (highest dose often 115 µM), for the others: at the top dose activity, negative = inhibition, hits mostly inhibitors; also: potency is read from the fitted curve at half-maximal effect
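Pol iota at 10 nM preincubated 15 min with compounds at room temperature; reaction started with fluorescent substrate, 50 nM final. Fluorescence read kinetically at 0 and 10 min; buffer-only wells as negative control.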
Numbers without * were called inactive; u = inconclusive; x = not tested or not shown; & = joins results of further samples; [ ] = dose if it differs, or a comment. Unless noted, calls follow the shape of the dose curve; as a rule, active = well fitted curve in the direction sought with a large enough effect; inconclusive = small, poorly fitted or top-dose-only effect, or another doubt; inactive = no such curve, though single readings can be large; an effect the other way counts as inactive or inconclusive. A portion of the library; count on the stated rates, not on these rows.

SMILES	Pol beta inh	Apoferritin bind	APE1 inh	Glioma ERSR ind	BLM helicase inh	POLK inh	Pol eta inh	LDHA inh	POLI inh
COc1ccc(N(Cc2ccccc2)S(=O)(=O)c2cc(C(=O)O)ccc2Cl)cc1	-20%	4%	41%	-5%	-5%	1%	-11%	-5	31%[activator]
Cc1ccc2cc(C3CC(c4ccco4)=NN3S(C)(=O)=O)c(Cl)nc2c1 (stereo unspecified)	-16%	1%	10%	0%	-19%	-8%	-3%	-10	24%
O=C(c1cc2ccccc2oc1=O)N(Cc1ccccc1F)C1CCS(=O)(=O)C1 (stereo unspecified)	39%	-7%	34%	11%	0%	6%	8%	-2	36%[activator]
Cc1csc(NC(=O)CCS(=O)(=O)c2ccc(Br)cc2)n1	u	-14%	-7%	-4%	-5%	1%	-17%	1	4%
NC(=O)c1ccc(OCC(=O)N2CCNC2=O)cc1	x	x	14%	-3%	x	-6%	-12%	2	19%
COC(=O)C1=C(C)N(CCc2ccc(OC)c(OC)c2)C(=O)/C1=C\c1ccc(O)cc1	-1%	-6%	1%	-5%	1%	-13%	-5%	9	20%
O=S(=O)(Nc1nc2c(s1)CCCC2)c1ccc(Br)cc1	-16%	-4%	3%	2%	-4%	1%	-17%	13&0	29%
CC1(CCBr)C(=O)N(c2ccccc2)c2ccccc21 (stereo unspecified)	47%	-10%	-2%	-1%	1%	9%	-7%	1	28%
O=C1CCc2cc(S(=O)(=O)NCc3ccccc3)cc3c2N1CC3	12%	51%[activator]	9%	-2%&-3%	1%	-3%	-5%&0%	0&-3	6%&-1%
COc1cccc(NC(=O)CCSc2ccc3ccccc3n2)c1	23%	-5%	-4%	0%	-7%	-6%	-26%	-2	-6%
Cc1ccc(NC(=O)Cn2c(=O)n(CCCCC(=O)NCCc3ccccc3)c(=O)c3ccccc32)c(C)c1	1%	-3%	x	-1%	-8%	3%	5%	-1	16%
C1CNCCOCCNCCN1	13%	-5%	-4%	-3%	1%	5%	-8%	-1	10%
COc1ccc(CNC(=O)C(C#N)c2nc3ccccc3nc2N2CCCC2)cc1 (stereo unspecified)	-5%	-7%	9%	-2%	-4%	-19%	-5%	-1	9%
CCC1CCCCN1C(=O)CSc1nc2c(cnn2-c2ccc(C)cc2)c(=O)[nH]1 (stereo unspecified)	-25%	0%	-5%	-4%	-3%	-7%	2%	-6	-1%
COc1ccc(-c2nc(CSCC(=O)NCc3ccc4c(c3)OCO4)c(C)o2)cc1OC	2%	0%	2%	-5%	-10%	4%	-15%	-1&-2	24%

Some of these compounds in order of molecular weight, lowest first:
SMILES	Pol beta inh	Apoferritin bind	APE1 inh	Glioma ERSR ind	BLM helicase inh	POLK inh	Pol eta inh	LDHA inh	POLI inh
CCC1CCCCN1C(=O)CSc1nc2c(cnn2-c2ccc(C)cc2)c(=O)[nH]1 (stereo unspecified)	-25%	0%	-5%	-4%	-3%	-7%	2%	-6	-1%
O=C(c1cc2ccccc2oc1=O)N(Cc1ccccc1F)C1CCS(=O)(=O)C1 (stereo unspecified)	39%	-7%	34%	11%	0%	6%	8%	-2	36%[activator]
Cc1ccc(NC(=O)Cn2c(=O)n(CCCCC(=O)NCCc3ccccc3)c(=O)c3ccccc32)c(C)c1	1%	-3%	x	-1%	-8%	3%	5%	-1	16%

The list continues.
SMILES	Pol beta inh	Apoferritin bind	APE1 inh	Glioma ERSR ind	BLM helicase inh	POLK inh	Pol eta inh	LDHA inh	POLI inh
Cc1cc(Br)ccc1NC(=O)C1CCCN(S(=O)(=O)c2cccc3nonc23)C1 (stereo unspecified)	32%[activator]	-5%	x	-3%	-4%	-17%	2%	-1	8%
O=C(CN1C(=O)NC2(CCCc3ccccc32)C1=O)Nc1cc(F)ccc1F (stereo unspecified)	x	x	28%	-2%	x	-4%	-19%	-2	13%
O=C(COC(=O)c1cc(-c2cccs2)nn1-c1ccccc1)Nc1ccc(F)c([N+](=O)[O-])c1	0%	-9%	-11%	0%	-7%	-7%	-1%	-6	-14%
COc1ccc(-n2nc(C(=O)NCC(=O)NCC3CCCO3)c3ccccc3c2=O)cc1 (stereo unspecified)	2%	0%	14%	1%	-8%	-18%	-2%	-1	13%
Cc1cc(C2C(C#N)=C(N)OC3=C2C(=O)CC(C)(C)C3)c(C)s1 (stereo unspecified)	-1%	-11%	-1%	-3%	-2%	-9%	-15%	4	19%
O=C(CSc1ccc(-c2ccc(-n3cccn3)cc2)nn1)Nc1ccccc1F	x	x	1%	2%	x	1%	1%	-11	10%
O=C(COC(=O)c1cccc(S(=O)(=O)N2CCN(c3ccc(F)cc3)CC2)c1)NCC1CCCO1 (stereo unspecified)	-3%	-12%	3%	-4%	-4%	-23%	-9%	-2	192%[activator]
Cc1cc(C)cc(NC(=O)CCNS(=O)(=O)c2ccc3c(c2)oc(=O)n3C)c1	-1%	-9%	-6%	-4%	-9%	3%	-8%	-4	29%
COC(=O)c1ccc(NS(=O)(=O)c2ccc3c(c2)oc(=O)n3C)cc1	0%	-3%	-2%	-1%	-3%	0%	1%	-1	0%
Nc1nonc1-n1nnc(C(=O)N/N=C/c2cccc(F)c2)c1-c1ccc2c(c1)OCO2	20%	-10%	15%	-8%	-2%	0%	0%	1	7%
O=C(N/N=C/c1ccc(O)cc1O)c1ccc(NC(=O)C2CCCCC2)cc1	-5%	u	3%	-4%	-21%	-8%	35µM*	3	u
O/C=c1\ccc2cccc3nc(C(F)(F)F)nc1c23	3.2µM*	-4%	-27%	-2%	14µM*	u	25µM*	32	0.89µM*
COc1ccc(CNC(=S)Nc2ccccc2F)cc1	-1%	-9%	2%	4%	-1%	-6%	-5%	-7	19%
Cc1ccc(NC(=O)CN2C(=O)S/C(=C\c3ccc(-c4cccc(C(=O)O)c4C)o3)C2=O)cc1	100µM*	-6%	u	x	1%	x	x	x	x
COc1ccc(NC(=O)c2ccc(CN3CCc4ccccc4C3)cc2)cc1OC	19%	-17%	-11%	4%	-11%	5%	-13%	0	23%

Quoted at random: 2 compounds from above
SMILES	Pol beta inh	Apoferritin bind	APE1 inh	Glioma ERSR ind	BLM helicase inh	POLK inh	Pol eta inh	LDHA inh	POLI inh
Cc1cc(Br)ccc1NC(=O)C1CCCN(S(=O)(=O)c2cccc3nonc23)C1 (stereo unspecified)	32%[activator]	-5%	x	-3%	-4%	-17%	2%	-1	8%
O=C(COC(=O)c1cc(-c2cccs2)nn1-c1ccccc1)Nc1ccc(F)c([N+](=O)[O-])c1	0%	-9%	-11%	0%	-7%	-7%	-1%	-6	-14%

(list continues)
SMILES	Pol beta inh	Apoferritin bind	APE1 inh	Glioma ERSR ind	BLM helicase inh	POLK inh	Pol eta inh	LDHA inh	POLI inh
COc1ccc(NC(=O)CN2C(=O)COc3ccc(S(=O)(=O)N4CCOCC4)cc32)cc1	30%&-21%	-15%&-3%	14%	-2%&-2%	2%&2%	-3%	-6%&-26%	-3&1	-19%&8%
COc1ccccc1C(=O)Nc1ccc(-c2nnn(CC(=O)NCc3ccco3)n2)cc1	9%	2%	1%	-4%	-7%	3%	-35%	-2	0%
Cc1cc(C)c(C(=O)CN2C(=O)C(=O)N(C3CCCC3)C2=O)cc1C	x	x	7%	-4%	x	-7%	-21%	-3	23%
CCOC(=O)C1CCCN(C(=O)c2ccc3ncsc3c2)C1 (stereo unspecified)	x	x	29%	-2%	x	-15%	-7%	-2	10%
CC/C=C\C/C=C\C/C=C\CCCCCCCCCC(=O)O	x	-2%	14%&-3%	-2%	0%	0%[19.4 µM]	x	x	x
NC(=O)CN1C(=O)NC2(CCOc3ccccc32)C1=O (stereo unspecified)	38%	-5%	13%	-1%	2%	-1%	2%	-10	50%[activator]
CC(C)CCNC(=O)COC(=O)/C=C/c1ccc2ccccc2n1	0%	-16%	3%	-3%	7%	-16%	3%	-9	138%[activator]
O=C(Nc1ccc(Br)cc1)C1CC(O)CN1C(=O)OCc1ccccc1 (stereo unspecified)	29%	-10%	1%	0%	-5%	8%	-14%	3	36%[activator]
COc1ccc(CNC(=S)Nc2cccc(C)c2C)cc1	16%	-16%	3%	-1%	-2%	-4%	-13%	-11	21%
O=C(NC1CCCC1)C(c1ccncc1)N(C(=O)Cc1cccs1)c1cccc(F)c1 (stereo unspecified)	-14%	6%	39%	-1%	-5%	-1%	-16%	-8	18%
N#Cc1sc(NCc2ccccc2)nc1Cl	0%	u	0%	6%	-4%	-3%	-24%	-2	70%[activator]
COc1ccc(-c2cnc(C)o2)cc1S(=O)(=O)Nc1ccc(F)cc1F	u	-1%	x	1%	-3%	4%[60.1 µM]	u	1	u

Complete entries, looked up by structure. Order of values: Pol beta inh | Apoferritin bind | APE1 inh | Glioma ERSR ind | BLM helicase inh | POLK inh | Pol eta inh | LDHA inh | POLI inh
COc1ccccc1C(=O)Nc1ccc(-c2nnn(CC(=O)NCc3ccco3)n2)cc1 across the screens: 9% | 2% | 1% | -4% | -7% | 3% | -35% | -2 | 0%
COc1ccc(NC(=O)CN2C(=O)COc3ccc(S(=O)(=O)N4CCOCC4)cc32)cc1 across the screens: 30%&-21% | -15%&-3% | 14% | -2%&-2% | 2%&2% | -3% | -6%&-26% | -3&1 | -19%&8%
O=C(NC1CCCC1)C(c1ccncc1)N(C(=O)Cc1cccs1)c1cccc(F)c1 (stereo unspecified) across the screens: -14% | 6% | 39% | -1% | -5% | -1% | -16% | -8 | 18%
CC(C)CCNC(=O)COC(=O)/C=C/c1ccc2ccccc2n1 across the screens: 0% | -16% | 3% | -3% | 7% | -16% | 3% | -9 | 138%[activator]
CC/C=C\C/C=C\C/C=C\CCCCCCCCCC(=O)O across the screens: x | -2% | 14%&-3% | -2% | 0% | 0%[19.4 µM] | x | x | x

High-throughput results (PubChem BioAssay)
